# DYRK1A inh: rat Dyrk1A kinase inhibitors, primary screen, biochemical, single point, plate reader; Dual specificity tyrosine-phosphorylation-regulated kinase 1A (Rattus norvegicus), Q63470; ADP-Glo luminescence, NFATc1 peptide; inhibition, % at 12.5 µM; 310,000 tested, 0.43% active; AID 504441, 2011; in the data active = inhibition above about 50%;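 also: plate controls were vehicle with enzyme for no effect and no enzyme for full effect; many of its hits are not listed in these tables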
# HDAC3 inh: HDAC3 deacetylase inhibitors, primary screen, biochemical, fluorescence, cell-free homogeneous. inhibition, % at 8.3 µM. Histone deacetylase 3 (Homo sapiens), O15379. AID 2718, 2010. 320,000 tested, 0.15% active. recombinant HDAC3, fluorogenic peptide/trypsin coupled; in the data active = inhibition above about 26%, passing the limit was not always enough
# Target sequence (O15379 whole entry, looked up): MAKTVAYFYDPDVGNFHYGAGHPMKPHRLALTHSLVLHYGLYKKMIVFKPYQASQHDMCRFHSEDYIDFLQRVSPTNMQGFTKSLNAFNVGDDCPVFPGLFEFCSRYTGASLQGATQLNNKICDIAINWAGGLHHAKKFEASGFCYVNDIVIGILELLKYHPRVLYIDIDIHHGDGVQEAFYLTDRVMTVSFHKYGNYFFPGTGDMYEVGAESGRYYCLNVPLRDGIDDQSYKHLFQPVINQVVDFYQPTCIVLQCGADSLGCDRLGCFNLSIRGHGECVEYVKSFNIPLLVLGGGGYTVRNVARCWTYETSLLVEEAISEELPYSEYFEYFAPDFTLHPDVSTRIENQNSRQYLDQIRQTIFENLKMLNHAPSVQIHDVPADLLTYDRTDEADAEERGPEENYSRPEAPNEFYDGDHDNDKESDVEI
# GSK3 alpha inh: blockers of GSK3A enzyme activity – biochemical, luminescence, cell-free homogeneous, HTS, primary screen | 320,000 tested, 0.1% active | inhibition, % at 10 µM | GSK-3 alpha kinase, ADP-Glo luminescence, 60 min | Glycogen synthase kinase-3 alpha (Homo sapiens), P49840;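 in the data active = inhibition above about 50%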;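 also: GST-tagged GSK-3 alpha with peptide substrate and 25 µM ATP; 0% = DMSO neutral wells and 100% = GW8510 positive control wells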
# Target sequence (P49840 whole entry, looked up): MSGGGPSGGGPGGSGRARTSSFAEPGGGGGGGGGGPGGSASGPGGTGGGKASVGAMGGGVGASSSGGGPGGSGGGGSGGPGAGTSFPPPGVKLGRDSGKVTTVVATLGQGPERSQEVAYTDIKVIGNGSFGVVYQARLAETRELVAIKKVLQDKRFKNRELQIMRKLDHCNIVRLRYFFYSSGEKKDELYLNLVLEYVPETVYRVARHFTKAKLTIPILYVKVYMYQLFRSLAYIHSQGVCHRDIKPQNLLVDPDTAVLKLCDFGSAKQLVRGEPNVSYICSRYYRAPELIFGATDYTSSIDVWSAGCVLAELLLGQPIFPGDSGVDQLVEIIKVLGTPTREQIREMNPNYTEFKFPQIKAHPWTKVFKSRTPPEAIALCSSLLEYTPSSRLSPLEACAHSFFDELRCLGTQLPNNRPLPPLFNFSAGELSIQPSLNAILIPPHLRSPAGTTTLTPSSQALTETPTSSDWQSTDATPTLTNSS
# Active calls of the source: *.
DYRK1A inh	HDAC3 inh	GSK3 alpha inh	SMILES
1	14	-2	CCOC(=O)C1=CC[C@@H](c2cccc(C)c2)N(S(=O)(=O)c2ccc(C)cc2)[C@H]1C(=O)OCC
4	-11	-2	O=C1c2ccc(Cl)cc2S(=O)(=O)c2cccc(C(=O)N3CCN(c4ccc(Cl)cn4)CC3)c21
-2	-9	2	COc1ccc(OCC(=O)Nc2ccccc2C(=O)NC2CC2)cc1
3	5	-5	COc1ccc([C@H](NC(=O)OC(C)(C)C)C(=O)OC(C)(C)C)cc1
-2	2	-3	C[C@H](CO)N1C[C@H](C)[C@@H](CN(C)C(=O)NC2CCCCC2)Oc2c(NS(=O)(=O)c3ccc(F)cc3)cccc2C1=O
-2	4	-2	O=C(Cn1cnc2c(OCc3ccccc3)ncnc21)NCC1CCCO1 (stereo unspecified)
0	-3	-1	CC1CCCN(S(=O)(=O)c2cc(C(=O)NCc3ccco3)ccc2Cl)C1 (stereo unspecified)
17	8	1	CCC(COC(=O)c1ccccc1)Oc1cc(NCc2ccccc2)c2ncn(C(C)C)c2c1 (stereo unspecified)
-4	9	-3	COC(=O)[C@]1(Cc2ccccc2)N[C@H](CN(C)S(=O)(=O)c2ccc(C(C)(C)C)cc2)[C@@H]2C(=O)N(C)C(=O)[C@@H]21
0	4	1	C[C@@]12C(=O)Nc3ccc(F)cc3C(=O)N1[C@H]1c3cc(Cl)ccc3OC[C@@H]1[C@@H]2c1ccccc1
-5	-5	-2	CC1CCN(C(=O)c2[nH]cnc2C(=O)Nc2ccon2)CC1
-8	-4	0	CN1CCC(N(C)C(=O)c2cc(-c3ccc(F)cc3)nc3ccccc23)CC1
-1	12	-2	CCc1cccc(C)c1NC(=O)CSc1n[nH]c(N)n1
-4	-19	-1	Cc1ccc(C(=O)NNC(=O)CSc2nnc3ccccn23)cc1
4	-6	-1	O=C(COC(=O)CCc1ccc(S(=O)(=O)N2CCOCC2)cc1)Nc1ccccc1[N+](=O)[O-]
6	3	2	C=CC[C@H](CC(=O)N(CCO)Cc1ccccc1)C(=O)NC[C@@H](OC(=O)[C@@H](CC=C)Cc1ccc(F)cc1)c1ccccc1
-4	7	-3	CCCCN(Cc1nc2ccccc2c(=O)[nH]1)C(=O)CN1C(=O)NC2(CCCCC2)C1=O
7	1	-1	CN(CC(=O)Nc1ccccc1Br)C(=O)CNC(=O)C1CCCCC1
7	1	1	OCc1c[nH]c2ccccc12
9	-3	3	CS(=O)(=O)c1ccc(NC(=O)c2cccc(-n3cnnn3)c2)cc1
0	15	1	CN(C)S(=O)(=O)c1ccc(Cl)c(C(=O)NNC(=O)Cc2nc3ccccc3n2C)c1
-4	2	-1	COc1ccc(C(=O)N/C(=C\c2cccc3ccccc23)C(=O)N2CCN(C)CC2)cc1
-3	7	1	O=C(Cc1csc(-c2ccccc2)n1)NCC(=O)Nc1ccc(F)c(F)c1F
-2	1	-4	Cc1ccc(OCCNC(=O)C(C)SCC(=O)Nc2ccc(F)cc2)cc1 (stereo unspecified)
-13	-3	-2	O=C1C=C(c2cc3ccccc3s2)C[C@@H](c2ccc(Cl)cc2)C1
1	3	1	COc1ccccc1CNC(=O)CN1C(=O)NC2(CCCC2)C1=O
0	2	-1	COc1ccc([C@H]2CC(=O)C=C(/C=C/c3ccc(C(F)(F)F)cc3)C2)cc1
-3	4	2	CCN(CC)C(=O)c1ncn(C)c1C(=O)N(CC)CC
-2	-5	2	CC(C)(C)OC(=O)NCCCCCNC(=O)c1[nH]cnc1C(=O)Nc1ccc(Cl)cc1
-2	2	-2	Cc1cc(NC(=O)CSCC(=O)NC(C)c2ccccc2)no1 (stereo unspecified)
4	5	-2	CC(OC(=O)CC1CC2CCC1C2)C(=O)Nc1ccc(C(N)=O)cc1 (stereo unspecified)
0	0	1	COc1ccccc1NS(=O)(=O)c1ccc(C(=O)NCC(c2ccco2)N(C)C)cc1 (stereo unspecified)
9	4	-3	CC(C)CN(C(=O)Cn1ccccc1=O)C1CCS(=O)(=O)C1 (stereo unspecified)
0	-6	0	CCNC(=O)N(CC)C[C@H]1N[C@@](C)(C(=O)OC)[C@H]2C(=O)N(Cc3ccccc3)C(=O)[C@@H]12
-5	-7	-3	CC(C)C(C)NC(=O)COn1nnc2ccc(S(=O)(=O)N3CCOCC3)cc21 (stereo unspecified)
-5	2	-3	CC[C@@]1(C(=O)OC)N[C@H](CN(C)C(=O)Nc2ccc(Cl)cc2)[C@@H]2C(=O)N(C)C(=O)[C@@H]21
10	-5	1	C[C@H](CO)N1C[C@H](C)[C@@H](CN(C)C(=O)NC2CCCCC2)Oc2ccc(NC(=O)Cn3cnnn3)cc2C1=O
2	-3	-1	Cc1ccsc1CN(C)C(=O)C(NC(=O)c1cccc(S(=O)(=O)N2CCOCC2)c1)C(C)C (stereo unspecified)
-4	7	0	COc1ccc(OC)c(/C=C/C(=O)c2ccc3c(c2)OCO3)c1
0	-4	0	CCCCn1c(SCC(=O)N2CCCC2=O)nc2cc(S(N)(=O)=O)ccc21
5	-3	-1	Cc1ccc(NC(=O)C(C)N2CCN(C)CC2)cc1S(=O)(=O)N1CCOCC1 (stereo unspecified)
8	1	0	NC(=O)c1ccccc1NC(=O)COC(=O)CSCc1cccc(Cl)c1
1	-3	-2	CSc1ncccc1C(=O)Nc1cc(Cl)ccc1N1CCOCC1
9	15	3	COc1ccc(OC)c(-c2nnc3n2N=C(c2ccc(OC)c(OC)c2)CS3)c1
2	0	-2	O=[N+]([O-])c1ccc(-c2c(-c3ccccc3)ncc3ccc(F)cc23)cc1
-1	0	9	O=S(=O)(NNc1ncc(C(F)(F)F)cc1Cl)c1ccc(F)cc1F
1	-4	-2	CC(C)C(NC(=O)c1ccc(F)cc1)C(=O)N1CCOCC1 (stereo unspecified)
-7	7	-3	CC(=O)c1ccc(N2CCN(C(C)C(=O)Nc3ccc4c(c3)OCCO4)CC2)cc1 (stereo unspecified)
-2	0	0	COC(=O)c1cc(NC(=O)COC(=O)CCc2nc3ccccc3c(=O)[nH]2)cc(C(=O)OC)c1
-3	-1	-3	CCCCN(C(=O)c1ccc(COc2ccccc2)o1)c1c(N)n(CC(C)C)c(=O)[nH]c1=O

# Two entries picked at random from the list so far:
DYRK1A inh	HDAC3 inh	GSK3 alpha inh	SMILES
5	-3	-1	Cc1ccc(NC(=O)C(C)N2CCN(C)CC2)cc1S(=O)(=O)N1CCOCC1 (stereo unspecified)
1	-3	-2	CSc1ncccc1C(=O)Nc1cc(Cl)ccc1N1CCOCC1

# (list continues)
DYRK1A inh	HDAC3 inh	GSK3 alpha inh	SMILES
-3	7	-1	CC(OC(=O)c1cccc([N+](=O)[O-])c1)C(=O)N1CCc2ccccc21 (stereo unspecified)
-3	11	-3	CC1CC(C)CN(C(=O)COC(=O)/C=C/c2ccco2)C1 (stereo unspecified)
-1	-1	-2	CN(C(=O)COC(=O)c1cnc(Cl)c(Cl)c1)C1CCCCC1
1	13	-2	COC(=O)Cc1ccc(OC(=O)C2CCN(S(=O)(=O)c3ccc(OC)c(OC)c3)CC2)cc1
-3	9	-2	Cc1ccc(CNC(=O)c2cc(-c3ccccc3)n(Cc3cc(C)no3)n2)cc1
7	-4	-4	CC1(C)O[C@@H]2[C@H](O1)[C@@H](CO)O[C@H]2n1ccc(=O)[nH]c1=O
3	5	-1	Cc1ccccc1-n1nnnc1SCC(=O)NC1CC1
-5	4	-1	O=C(COC(=O)COc1ccccc1[N+](=O)[O-])Nc1ccc2c(c1)OCO2
-4	0	0	CC(C)(O)[C@H](O)Cc1cc2ccc(=O)oc2cc1O[C@@H]1O[C@H](CO)[C@@H](O)[C@H](O)[C@H]1O
1	-2	4	CC(OC(=O)c1cc(=O)[nH]c2ccccc12)C(=O)NC1CCCC1 (stereo unspecified)
7	2	-1	O=C(CSc1nnnn1C1CC1)Nc1ccc(S(=O)(=O)N2CCOCC2)cc1
-4	8	-1	NC(=O)C1CCN(c2oc(-c3cccs3)nc2S(=O)(=O)c2ccc(Br)cc2)CC1
0	4	-1	Cc1nc(-c2ccccc2)sc1C1(C)CC(c2ccc(OC(F)(F)F)cc2)=NO1 (stereo unspecified)
4	0	-7	Cc1cc(Cl)ccc1NC(=O)COC(=O)CCNS(=O)(=O)c1ccccc1
-2	6	-1	O=S(=O)(NCc1ccc(F)cc1)c1ccc(Br)cc1Br
5	-2	-4	C[C@H](CO)N1C[C@H](C)[C@@H](CN(C)CC2CC2)Oc2c(NC(=O)Cc3ccccc3)cccc2C1=O
13	6	8	Cc1ccc(C)c(N2N=C(C(=O)Nc3ccccc3N3CCOCC3)CCC2=O)c1
-6	2	-3	Cc1ccc(C(=O)OCC(=O)NCc2ccc(Cl)cc2Cl)o1
0	-11	-1	Cc1c(N(C)CS(=O)(=O)O)c(=O)n(-c2ccccc2)n1C
3	2	-3	CSCCC(NC(=O)c1ccc(Cl)cc1Cl)C(=O)N1CC(C)OC(C)C1 (stereo unspecified)

# Reprinted from the part before: two compounds, then new ones.
DYRK1A inh	HDAC3 inh	GSK3 alpha inh	SMILES
0	-11	-1	Cc1c(N(C)CS(=O)(=O)O)c(=O)n(-c2ccccc2)n1C
3	2	-3	CSCCC(NC(=O)c1ccc(Cl)cc1Cl)C(=O)N1CC(C)OC(C)C1 (stereo unspecified)
2	1	0	CCOc1ccc(C(=O)OCC(=O)Nc2cccnc2Cl)cc1OCC
0	-7	-4	CN(Cc1ccco1)C(=O)CSc1nn2c(=O)c(C(C)(C)C)nnc2s1
-4	0	-4	COc1ccccc1CCNC(=O)CCNS(=O)(=O)c1ccc(NC(C)=O)cc1
-3	14	-1	Cc1ccc(S(=O)(=O)N2CC(O)CC2C(=O)OCC(=O)Nc2ccc([N+](=O)[O-])cc2C(F)(F)F)cc1C (stereo unspecified)
-6	9	1	CCOC(=O)CNS(=O)(=O)Cc1ccccc1
12	-31	-4	CC1(C)Oc2ccc3ccc(=O)oc3c2[C@@H](O)[C@@H]1O
2	-7	0	Cc1cccc(C(=O)NCC(=O)OCC(=O)c2ccc(Br)s2)c1
2	7	-2	O=C1NC[C@H](c2ccccc2)OC(=O)[C@@H](Cc2ccc(F)cc2)CC/C=C/C[C@H]1CC(=O)N(CCO)Cc1ccccc1
-4	-3	0	NS(=O)(=O)c1ccc(CNC(=O)C2CCCN2C(=O)c2cccs2)cc1 (stereo unspecified)
-3	-2	-2	CC(C)(C)OC(=O)NCCCCCNC(=O)c1[nH]cnc1C(=O)Nc1ccon1
-4	-3	-1	COc1ccc2sc(-c3ccccc3OC)c(C#CCCO)c2c1
3	6	4	COc1ccc(/C=N/NC(=O)c2cccc(S(=O)(=O)N3CCCC3)c2)cc1O
8	-4	-1	Cc1c(NC(C)C)c(=O)n(-c2ccccc2)n1C
4	-5	-3	COc1ccc(CCNC(=O)COC(=O)C2CC2)cc1OC
8	-10	6	O=C(OCc1nnc(-c2ccccc2)o1)C1CC(=O)N(CCc2ccccc2)C1 (stereo unspecified)
6	10	-6	COc1cccc(NC(=O)COc2cccnc2[N+](=O)[O-])c1
-4	3	-2	COc1cccc(Oc2ccc(S(=O)(=O)N3CCOCC3)cc2[N+](=O)[O-])c1
11	-1	-3	O=C(CN1CCCCC1)Nc1cc(S(=O)(=O)N2CCOCC2)ccc1N1CCCC1
6	11	17	COc1ccc(SCCN2CC[C@@H](C)CCC2=O)cc1
-3	2	-3	COC(=O)c1c(C)[nH]c(C(=O)COC(=O)c2c(C)noc2C)c1C
5	0	-1	CCOC(=O)[C@H]1[C@H]2COc3ccc(Br)cc3[C@@H]2N2C(=O)CN(Cc3ccc(OC)cc3)C(=O)[C@@]12C

# Structural class: those above with an NH in an aromatic ring (eleven)
DYRK1A inh	HDAC3 inh	GSK3 alpha inh	SMILES
-5	-5	-2	CC1CCN(C(=O)c2[nH]cnc2C(=O)Nc2ccon2)CC1
-1	12	-2	CCc1cccc(C)c1NC(=O)CSc1n[nH]c(N)n1
-4	7	-3	CCCCN(Cc1nc2ccccc2c(=O)[nH]1)C(=O)CN1C(=O)NC2(CCCCC2)C1=O
7	1	1	OCc1c[nH]c2ccccc12
-2	-5	2	CC(C)(C)OC(=O)NCCCCCNC(=O)c1[nH]cnc1C(=O)Nc1ccc(Cl)cc1
-2	0	0	COC(=O)c1cc(NC(=O)COC(=O)CCc2nc3ccccc3c(=O)[nH]2)cc(C(=O)OC)c1
-3	-1	-3	CCCCN(C(=O)c1ccc(COc2ccccc2)o1)c1c(N)n(CC(C)C)c(=O)[nH]c1=O
7	-4	-4	CC1(C)O[C@@H]2[C@H](O1)[C@@H](CO)O[C@H]2n1ccc(=O)[nH]c1=O
1	-2	4	CC(OC(=O)c1cc(=O)[nH]c2ccccc12)C(=O)NC1CCCC1 (stereo unspecified)
-3	-2	-2	CC(C)(C)OC(=O)NCCCCCNC(=O)c1[nH]cnc1C(=O)Nc1ccon1
-3	2	-3	COC(=O)c1c(C)[nH]c(C(=O)COC(=O)c2c(C)noc2C)c1C

# These rows are one share of the data; the hit share may differ from the screen's.
